IDH1 R132H inh: human IDH1 R132H inhibition; O75874; Potency, µM (top dose mostly 76.6 µM), for inactives: at the highest dose activity change, negative = inhibition, actives largely listed as inhibitors; AID 602179; 390,000 compounds, 0.093% hits; IDH1-R132H enzyme, NADPH consumption, diaphorase/resazurin fluorescence; note: % is set by controls: 0 for no effect and ±100 for the full control effect; nearly all actives have a fitted effect of over 65% in size
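IDH1-R132H (0.5 ug/mL dispensed) in pH 7.5 Tris buffer was preincubated 30 min with compound, then given a substrate mix of 0.016 mM NADPH and 2 mM alpha-KG for 80 min at room temperature; remaining NADPH was read by diaphorase/resazurin fluorescence.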
Vif-APOBEC3F blk: inhibitors of Vif-A3F interaction; AID 602313; 390,000 compounds, 0.2% hits; HeLa A3F-eYFP + Vif (tagged APOBEC3F with the HIV-1 protein that degrades it), YFP fluorescence increase; Potency, µM (series often up to 46.1 µM), for inactives: at the top dose activity, negative = active; note: % of control where 0% means no effect; nearly all actives have a fitted effect of over 65% in size
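HeLa cells stably expressing Vif plus C-terminally eYFP-tagged A3F were seeded, incubated overnight at 37 deg C, dosed with compound, incubated overnight again at 37 deg C. Yellow fluorescence (Ex 488/Em 500-530) reported blocked Vif-mediated A3F-eYFP degradation.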
ALOX12 inh: ALOX12 (human) lipoxygenase inhibition | 580,000 compounds, 1.1% hits | Potency, µM (highest dose often 108 µM), for the others: at the highest dose activity change, negative = inhibition, hits mostly inhibitors | purified 12hLO, xylenol orange hydroperoxide absorbance | P18054; note: % is set by controls: 0 for no effect and ±100 for the full control effect
Target sequence (P18054 whole entry, looked up): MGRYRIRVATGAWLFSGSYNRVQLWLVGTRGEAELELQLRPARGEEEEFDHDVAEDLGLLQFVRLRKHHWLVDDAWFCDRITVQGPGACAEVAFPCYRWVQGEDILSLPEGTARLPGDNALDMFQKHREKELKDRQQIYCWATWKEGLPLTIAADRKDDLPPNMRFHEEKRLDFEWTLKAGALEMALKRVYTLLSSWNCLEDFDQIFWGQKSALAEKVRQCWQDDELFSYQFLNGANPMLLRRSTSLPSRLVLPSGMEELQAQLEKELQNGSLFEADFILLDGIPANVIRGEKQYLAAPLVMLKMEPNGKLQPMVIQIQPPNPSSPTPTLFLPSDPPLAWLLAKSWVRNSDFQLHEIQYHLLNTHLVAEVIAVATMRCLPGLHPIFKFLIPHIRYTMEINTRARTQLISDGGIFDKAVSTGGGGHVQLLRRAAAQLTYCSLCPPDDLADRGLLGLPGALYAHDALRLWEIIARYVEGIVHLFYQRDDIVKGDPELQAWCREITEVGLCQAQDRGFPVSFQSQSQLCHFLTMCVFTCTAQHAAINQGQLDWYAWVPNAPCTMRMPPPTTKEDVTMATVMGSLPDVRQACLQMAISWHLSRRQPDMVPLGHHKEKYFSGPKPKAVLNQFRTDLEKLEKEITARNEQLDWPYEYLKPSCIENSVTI
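Purified human 12hLO at 150 nM in 25 mM Hepes, 0.01% Triton X-100, pH 7.0, preincubated 15 min at room temperature with compound. Reaction started with 40 uM arachidonic acid, 30 min at room temperature. Hydroperoxide measured by Fe-xylenol orange, 573/405 nm absorbance ratio.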
RGS4 inh: human RGS4 inhibition | P49798 | Transcreener GDP fluorescence polarization, RGS4-accelerated GTP hydrolysis | 390,000 compounds, 0.039% hits | Potency, µM (doses to about 114 µM), for inactives: top-dose activity change, negative = inhibition, most hits filed as inhibitors; note: % is set by controls: 0 for no effect and ±100 for the full control effect; nearly all actives have a fitted effect of over 75% in size; some results filed as inactive show a strong effect at the top dose
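MLSMR compounds (23 nl, pin-transferred) preincubated 10 min at room temperature with a 500nM (2x) first reagent, then RGS4 at 900nM (2x) plus Transcreener GDP mix added; fluorescence polarization (620/688 nm) read before and after 90 min at 30 °C.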
RXFP1 agonist: activates the human relaxin receptor RXFP1; AID 2676; Potency, µM (titrated, usually from 57.5 µM), inactives show top-dose activation, most hits filed as activators; 370,000 compounds, 0.3% hits; HEK293T-RXFP1 cAMP TR-FRET, 30 min; response scale: percent of porcine relaxin response, buffer zero; Q9HBX9; note: % is set by controls: 0 for no effect and ±100 for the full control effect; nearly all actives have a fitted effect of over 60% in size; many of its hits are not listed in these tables
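HEK293T cells stably expressing RXFP1 were pretreated with the PDE4 inhibitor Ro 20174, exposed to compounds for 30 min at 37C, lysed, and cAMP was read by TR-FRET. Data normalized to buffer (basal) and 29 nM porcine relaxin (100%).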
Vif-A3G inh: inhibitors of Vif-APOBEC3G interaction; 410,000 compounds, 0.076% hits; Q9HC16; HeLa A3G-eYFP + Vif (tagged APOBEC3G with the HIV-1 protein that degrades it), YFP fluorescence, overnight; Potency, µM (titrated, usually from 46.1 µM), for the others: at the highest dose activity, negative = active, usual class: inhibitors; AID 602310;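 note: % is set by controls: 0 for no effect and ±100 for the full control effect; nearly all actives have a fitted effect of over 60% in size; hits raise eYFP signal because A3G escapes Vif-driven loss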
Target sequence (Q9HC16 whole entry, looked up): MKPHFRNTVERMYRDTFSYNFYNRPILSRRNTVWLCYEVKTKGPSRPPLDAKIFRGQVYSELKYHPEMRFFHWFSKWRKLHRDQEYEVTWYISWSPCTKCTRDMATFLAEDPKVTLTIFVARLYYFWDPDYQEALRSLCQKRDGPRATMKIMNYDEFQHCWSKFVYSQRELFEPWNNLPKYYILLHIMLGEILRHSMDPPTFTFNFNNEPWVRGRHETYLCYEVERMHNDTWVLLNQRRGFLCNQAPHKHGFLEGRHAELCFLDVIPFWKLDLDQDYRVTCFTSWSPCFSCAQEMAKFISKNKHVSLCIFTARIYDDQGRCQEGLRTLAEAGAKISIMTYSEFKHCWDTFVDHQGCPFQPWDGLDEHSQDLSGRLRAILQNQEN
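Read-out is eYFP fluorescence (Ex 488/Em 500-530) from Vif-expressing HeLa A3G-eYFP cells; more signal means A3G escaped Vif-mediated degradation. Cells plated overnight, compound pinned in, incubated overnight at 37 deg C.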
TrxR1 inh: rat TrxR1 inhibition | recombinant rTrxR1, NADPH fluorescence consumption, selenite substrate | 390,000 compounds, 1% hits | AID 588453 | Potency, µM (titrated, usually from 114 µM), inactives show at the top dose activity change, negative = inhibition, actives largely listed as inhibitors | O89049; note: % is set by controls: 0 for no effect and ±100 for the full control effect; nearly all actives have a fitted effect of over 65% in size
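Rat TrxR1 (90 nM in the dispensed reagent) was pre-reduced with 400 uM NADPH for 5 min at room temperature, then incubated with compound for 15 min. After 400 uM selenite was added, NADPH fluorescence (Ex 340/Em 450 nm) was followed for 8 min.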
TrxR1 substrate: is turned over as a substrate by rat TrxR1; O89049; purified TrxR1 substrate turnover, NADPH consumption readout; Potency, µM (titrated, usually from 114 µM), inactives show at the highest dose activity change, negative = substrate turnover; 390,000 compounds, 0.01% hits; AID 588456; note: % is set by controls: 0 for no effect and ±100 for the full control effect; nearly all actives have a fitted effect of over 50% in size
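Rat TrxR1, dispensed at 90 nM, was prereduced with 400 uM NADPH (final) for 5 min at ~22 deg C, then incubated with compound 15 min before 400 uM selenite. A first-read NADPH fluorescence drop versus no-compound background flagged substrates.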
USP1-UAF1 inh: USP1/UAF1 (human) deubiquitinase inhibition. O94782. recombinant USP1/UAF1, Ub-Rhodamine cleavage fluorescence. Potency, µM (highest dose often 57.1 µM), without a hit: at the top dose activity change, negative = inhibition, most hits filed as inhibitors. 390,000 compounds, 0.23% hits; note: % is set by controls: 0 for no effect and ±100 for the full control effect; nearly all actives have a fitted effect of over 60% in size; inactives centre near -12
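USP1/UAF1 complex at 1 nM was preincubated with compound for 15 min at room temperature, then Ub-Rho substrate (150nM final) was added. Fluorescence (480/540 nm) was read kinetically, 6 reads every 60 seconds.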
Numbers without * were called inactive; ? = inconclusive; / = not tested or not shown; & = joins results of further samples; [ ] = dose if it differs, or a comment. Calls come from the whole dose curve; as a rule, active = well fitted curve in the direction sought with a large enough effect; inconclusive = small, poorly fitted or top-dose-only effect, or another doubt; inactive = no such curve, though single readings can be large; an effect the other way counts as inactive or inconclusive. Potency is the fitted concentration of half-maximal effect. Not all compounds are listed; rates above refer to the full screens.

SMILES | IDH1 R132H inh | Vif-APOBEC3F blk | ALOX12 inh | RGS4 inh | RXFP1 agonist | Vif-A3G inh | TrxR1 inh | TrxR1 substrate | USP1-UAF1 inh
Cc1ccc(C(=O)CS(C)(=O)=O)cc1 | 3% | / | -1% | -6% | 3.0% | -3% | -33% | 3%[2.29 µM] | -22%
Cc1c(NC(=O)C(C)Sc2nc3ccccc3c(=O)n2CCO)c(=O)n(-c2ccccc2)n1C (stereo not given) | -1% | 1% | -8% | 2% | 3.7% | -4% | 15% | 8% | -15%
CCCOC(=O)c1c(-c2ccc(OC)cc2)oc2ccc(-c3ccc(OC)nc3)cc12 | -2% | -6% | -36% | ? | 14% | 0% | ? | 180%[activator] | 15%
Clc1cccc(CSc2ncnc3c2ncn3C2CCCCO2)c1 (stereo not given) | 3% | 2% | 1% | -2% | / | 2% | ? | ? | -9%
CCOC(=O)C(Sc1n[nH]c(N)n1)c1ccccc1 (stereo not given) | 4% | 2% | 0% | -26% | 1.2% | 1% | 23%[57.1 µM] | -2%[57.1 µM] | -18%
CC1CCCC(C)N1CCCNC(=O)c1ccc2nc(N3CCOCC3)sc2c1 (stereo not given) | 18% | -1% | -2% | 0% | 2.1% | -1% | 4% | 1% | -17%
CC(OC(=O)c1ccc(-n2cnnn2)cc1)C(=O)N(C)c1ccccc1 (stereo not given) | 1% | -1% | -2%&33% | 21% | 0.2% | 1% | -8% | -7% | -13%
CCOc1ccc(C(=O)CSCC(=O)O)cc1 | -10% | 2% | -1% | 17% | 1.9% | 1% | 4% | 0% | -8%
Cc1cc(-c2ccc(C)c(S(=O)(=O)N3CC(=O)Nc4ccccc43)c2)on1 | -5% | -11% | 15% | 3% | -2.8% | -4% | 17% | 2% | -24%
CCCNC(=S)Nc1cc2oc3ccccc3c2cc1OC | 9% | 2% | 410%[activator] | 1% | -1.8% | 5% | -15% | -6% | -27%
CS(=O)(=O)N1CCc2cc(C(=O)Nc3ccccc3)ccc21 | -10% | 9% | -18% | 16% | 3.4% | -1% | 13% | 3% | -12%
Fc1ccccc1C(c1nnnn1Cc1ccc2c(c1)OCO2)N1CCN(Cc2ccccc2)CC1 (stereo not given) | 6% | 2% | ? | 27% | 0.7% | -1% | 11% | 4% | -9%
O=C1NCCN1C(=O)N(c1ccccc1)c1ccccc1 | 7% | -3% | 15% | 7% | 2.8% | 1% | 5% | -4% | -4%
CCn1c(=O)cc(OCC(=O)NC(C)c2ccc3c(c2)OCCO3)c2ccccc21 (stereo not given) | 8% | -6% | 0% | -42%[56.9 µM] | 2.7% | -1% | -15% | -14% | -4%
COc1ccc(C(=O)N2CCN(S(=O)(=O)c3ccc(Cl)cc3)CC2)cc1S(=O)(=O)N1CCOCC1 | 5% | 2% | 297%[activator] | 2% | / | -2% | 19% | 3% | -23%
Cc1cccc(NC(=O)CCc2ccc(N3C(N)=NC(N)=NC3(C)C)cc2)c1 | -4% | -4% | 17% | / | / | -3% | / | / | 3%
COc1ccc(S(=O)(=O)N2CCOCC2)cc1NC(=O)c1cccs1 | 13% | 4% | 0% | -2% | 9.7% | 0% | 11% | 4% | -7%
COc1cc(CCN2C(=O)c3cccc4cccc(c34)C2=O)c(S(=O)(=O)N2CCCCCC2)cc1OC | -2% | 8% | -4% | 10% | 3.1% | -6% | 25% | 24% | -11%
COC(=O)C1=C(C)Nc2nc(SCc3ccccc3)[nH]c(=O)c2C1c1cccs1 (stereo not given) | -14% | 1% | -17% | 10% | 3.3% | -7% | -22% | -9% | -2%
CCOC(=O)c1sc(NC(=O)c2ccncc2)c(C#N)c1C | 0% | 0% | ? | ? | -0.2% | 1% | ? | -16% | -13%
Cc1cc(C)cc(N(CC(=O)NCC2CCCO2)C(=O)CN2C(=O)COc3ccccc32)c1 (stereo not given) | 10% | -4% | 23% | ? | -1.5% | 0% | 13% | 5% | -11%
Nc1ccc(-n2ccnc2)cc1 | 3% | 2% | -4% | 11% | -0.7% | 0% | 10%[57.1 µM] | 9%[57.1 µM] | -14%
O=C(Oc1csc(=S)n1C(=O)c1ccccc1)c1ccccc1 | -5% | -3% | / | -38% | 0.1% | 0% | ? | -23% | -18%
CCOC(=O)c1c(NC(=O)CNCC(O)CO)sc(C)c1C (stereo not given) | 1% | / | 144%[activator] | 10% | 3.5% | -2% | 2% | 4% | -17%
O=C(c1cccnc1)N1N=C(C2CCCCC2)CC1(O)C(F)(F)F (stereo not given) | 1% | -1% | 4% | -11% | -1.3% | 2% | 13%[57.1 µM] | 1%[57.1 µM] | -19%

Complete entries as entered above. Screens in order: IDH1 R132H inh | Vif-APOBEC3F blk | ALOX12 inh | RGS4 inh | RXFP1 agonist | Vif-A3G inh | TrxR1 inh | TrxR1 substrate | USP1-UAF1 inh
`Cc1ccc(C(=O)CS(C)(=O)=O)cc1` is listed with 3% | / | -1% | -6% | 3.0% | -3% | -33% | 3%[2.29 µM] | -22%
`Cc1cc(C)cc(N(CC(=O)NCC2CCCO2)C(=O)CN2C(=O)COc3ccccc32)c1` (stereo not given) is listed with 10% | -4% | 23% | ? | -1.5% | 0% | 13% | 5% | -11%

Carrying on.
SMILES | IDH1 R132H inh | Vif-APOBEC3F blk | ALOX12 inh | RGS4 inh | RXFP1 agonist | Vif-A3G inh | TrxR1 inh | TrxR1 substrate | USP1-UAF1 inh
O=S(=O)(c1ccc(Cl)cc1)N1CCc2ccccc21 | 7% | ? | -44% | -4% | 0.3% | -10% | 14% | 1% | -29%
CC(=O)Nc1ccc(N(C(=O)Cn2nnc3ccccc32)C(C(=O)NC2CCCC2)c2ccc(O)c(O)c2)cc1 (stereo not given) | -5% | 6% | ? | 4% | -2.1% | 3% | 0%[57.1 µM] | 1%[57.1 µM] | -23%
CCOC(=O)c1c(NC(=O)Nc2ccc(F)cc2)sc(C(=O)N(C)C)c1C | 21% | 1% | -23% | 26% | -2.9% | 1% | 9% | -10% | ?
Nc1cc(=O)[nH]c(SCC(=O)N2N=C(c3ccc4ccccc4c3)CC2c2ccccc2)n1 (stereo not given) | -19% | ? | -29% | -39% | 3.5% | -26% | -2% | 24% | -3%
COc1cc(/C=N/n2c(C3CCCCC3)n[nH]c2=S)cc(OC)c1O | 1% | -1% | ? | -37% | 0.0% | 0% | -21% | -4%[57.1 µM] | -1%
Cc1cccc(C2=NN(c3ccccc3)[C@H](CO)[C@H]2c2ccccc2)c1 | 1% | -5% | / | -9% | / | -16% | -7% | 208%[activator] | -25%
CCCCCCCCSc1nnc(-c2ccc(OC)cc2)o1 | 2% | -2% | 0% | 11% | 0.3% | 1% | 16%[57.1 µM] | 7%[57.1 µM] | -15%
O=C(N=C1SC2CS(=O)(=O)CC2N1CCc1ccccc1)C1CCCCC1 (stereo not given) | -8% | -12% | 13% | 27% | 2.1% | -1% | 22% | 5% | -22%
Cc1ccccc1CNC(=O)C(=O)NCCC1CCCCN1S(=O)(=O)c1ccccc1 (stereo not given) | 1% | 2% | -12% | -14% | 0.1% | 1% | 1% | -2% | -15%
COC(=O)COn1c(SCC(=O)OC)nc2ccccc2c1=O | 2% | 5% | ? | 14%[11.4 µM] | -0.3% | 0% | 17% | 1% | -11%
COC(=O)C1=C(C)n2nnnc2NC1c1ccc(Cl)cc1 (stereo not given) | -1% | 1% | -12% | 18% | 2.6% | -3% | -16%[57.1 µM] | 2%[57.1 µM] | 3%
Clc1cccc2c3c([nH]c12)CCNC3 | 7% | ? | 0% | -11% | -0.9% | 0% | 14%[57.1 µM] | -19%[57.1 µM] | -17%
Fc1ccc(CNc2nc(-c3cccnc3)nc3ccccc23)cc1 | 0% | -17% | ? | ? | -1.3% | 1% | -1% | -6% | -10%
Cc1ccc(-c2c3c(=O)n(C)c(=O)n(C)c3c3c(C(F)(F)F)nc4ccccc4n23)cc1 | -13% | -16% | 0% | -1% | 1.8% | 3% | 23% | 3% | ?
Cc1[nH]c(=O)c(C#N)c(C)c1Cc1ccc(Cl)cc1Cl | -7% | 6% | 7% | -1% | -0.7% | -4% | 11%[57.1 µM] | 10%[57.1 µM] | -19%
O=C(c1ccco1)N1CCN(C(=O)C2CCCO2)CC1 (stereo not given) | 4% | 0% | -16% | -13% | 1.8% | 0% | -3% | 7% | 5%
COc1ccc(Cc2nnc(NC(=O)C(C)(C)C)s2)cc1 | 6% | -16% | -7% | 2% | -0.7% | -3% | 25%[11.4 µM] | 9%[11.4 µM] | -20%
CC1CCN(CCCCOc2ccc(C(C)(C)C)cc2)CC1 | -2% | -30% | -3% | -6% | 2.7% | 1% | 9% | 4% | 2%
CCCCNC(=O)[C@H](CSCc1ccccc1)N1Cc2ccccc2C1=O | 5% | -10% | 11% | -5% | 4.9% | -8% | ? | -16% | 1%
CN(C)S(=O)(=O)c1ccc(NC(=O)Cc2ccc(S(=O)(=O)N3CCOCC3)s2)cc1 | 4% | 9% | -12% | -6% | -2.2% | -2% | -10% | -5% | -18%
O=C(CCC(=O)Nc1cccc(C(F)(F)F)c1)NCC1CCCO1 (stereo not given) | 0% | -13% | 4% | -4% | -1.0% | 1% | 4% | 0% | -7%

Bioassay records (PubChem)
